MrgX1 antag: antagonists of human MrgX1 receptor, primary screen, HEK293 cells, Fluo-4 calcium flux. BAM8-22 antagonism; hits give low values. B-score at 10 µM. actives 1.3% (n = 310,000). AID 588676, 2011;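 active means calcium-response B-score plate-corrected more than 3 library SD below zero, starting fluorescence within 5 deviations, no agonist response on first addition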;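 further: peak minus trough fluorescence over baseline after final BAM8-22 challenge near maximal dose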
MrgX1 agonist: agonists of human MrgX1 receptor, primary screen, HEK293 cells, Fluo-4 calcium flux. B-score at 10 µM. actives 0.44% (n = 310,000). Fluo-4 calcium fluorescence, agonist mode; hits give high values. AID 588627, 2011. Mas-related G-protein coupled receptor member X1 (Homo sapiens), Q96LB2;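 active means calcium response B-score plate-corrected fluorescence ratio at least 3 library SD, with starting fluorescence B-score inside 5 SD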
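System – MrgX1-expressing HEK293 cells · Incubation – cells plated overnight, dye loaded 0.5 h 37 °C, 0.5 h room temperature · Technique – kinetic Fluo-4 NW fluorescence of intracellular calcium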
ANO1 activ: TMEM16A chloride channel activators or potentiators, primary screen, cell-based, HTS. B-score at 10 µM. HEK293 TMEM16A/YFP-H148Q/I152L, iodide quench fluorescence; hits give low values. actives 0.3% (n = 340,000);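 active means fluorescence-ratio B-score plate-corrected deviation score at least 3 library SD below zero, with starting fluorescence score within 5 deviations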;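 further: channel opened by trigger with iodide after compound preincubation; score built on the fluorescence ratio of max minus min over baseline; more negative score means more quench and so TMEM16A activation or potentiation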
TRPC6 act: mouse TRPC6 channel activators, primary screen, cell-based, HEK293, membrane potential dye | actives 0.13% (n = 310,000) | HEK293-TRPC6 membrane potential dye fluorescence; hits give high values | Short transient receptor potential channel 6 (Mus musculus), Q61143 | B-score at 10 µM;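 active means B-score of the integrated fluorescence ratio above library mean plus 3 SD, and starting fluorescence ratio within library mean plus 5 SD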;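 further: higher score means more depolarization so channel activation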
Target sequence (Q61143 whole entry, looked up): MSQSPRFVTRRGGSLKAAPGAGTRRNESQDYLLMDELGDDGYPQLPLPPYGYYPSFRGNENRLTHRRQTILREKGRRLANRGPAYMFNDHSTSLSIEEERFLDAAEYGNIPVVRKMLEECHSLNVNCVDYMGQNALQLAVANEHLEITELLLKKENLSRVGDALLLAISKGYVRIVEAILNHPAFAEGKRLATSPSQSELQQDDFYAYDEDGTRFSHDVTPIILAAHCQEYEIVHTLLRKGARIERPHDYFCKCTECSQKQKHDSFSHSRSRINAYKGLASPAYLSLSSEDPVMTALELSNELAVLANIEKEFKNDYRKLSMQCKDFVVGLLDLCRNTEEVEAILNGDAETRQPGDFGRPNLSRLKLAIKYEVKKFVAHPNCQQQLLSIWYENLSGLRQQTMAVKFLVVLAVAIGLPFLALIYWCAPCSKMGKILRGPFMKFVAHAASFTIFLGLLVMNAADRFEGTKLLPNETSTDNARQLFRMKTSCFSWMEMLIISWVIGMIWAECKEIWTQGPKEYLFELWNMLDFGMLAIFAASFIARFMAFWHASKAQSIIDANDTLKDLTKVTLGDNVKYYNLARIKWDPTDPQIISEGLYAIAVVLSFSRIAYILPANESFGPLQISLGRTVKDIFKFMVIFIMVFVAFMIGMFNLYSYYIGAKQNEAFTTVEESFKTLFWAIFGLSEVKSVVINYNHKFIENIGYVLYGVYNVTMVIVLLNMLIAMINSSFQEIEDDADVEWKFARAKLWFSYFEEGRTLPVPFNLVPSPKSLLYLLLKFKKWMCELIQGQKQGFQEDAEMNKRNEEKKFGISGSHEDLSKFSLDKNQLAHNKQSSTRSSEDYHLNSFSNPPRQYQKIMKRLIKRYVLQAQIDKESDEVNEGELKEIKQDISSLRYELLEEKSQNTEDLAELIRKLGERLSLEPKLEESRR
TRPC4 block: inhibitors of mouse TRPC4 channel, primary screen, Fluo4 calcium, HEK293 TRPC4beta/mu-opioid cells; B-score at 10 µM; Short transient receptor potential channel 4 (Mus musculus), Q9QUQ5; DAMGO-evoked Fluo4 calcium flux; hits give low values; actives 0.39% (n = 300,000); AID 2247, 2010;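 active means B-score over 3 SD under the library average, no early fluorescence shift, positive overall ratio signal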
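Material: HEK293 cells with stable TRPC4beta plus mu-opioid receptor expression; probe or stimulus: DAMGO in two steps, submaximal then maximal; technique: Fluo4 calcium fluorescence by kinetic imaging, 5 s 1 Hz baseline; measure: integrated fluorescence ratio relative to baseline, converted to per-well B score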
MrgX1 allo act: positive allosteric modulators of MrgX1, primary screen, HEK293 cells, Fluo-4 calcium flux; Mas-related G-protein coupled receptor member X1 (Homo sapiens), Q96LB2; FDSS; hits give high values; B-score at 10 µM; actives 0.63% (n = 310,000); AID 588675, 2011;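 active means plate-corrected calcium response at least 3 library SD above typical, normal starting fluorescence, not activating the receptor alone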;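 further: compound read alongside a low EC10 to EC30 dose of BAM8-22 agonist; peak minus trough fluorescence over baseline measured at the second addition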
TRPC4 act: activators of mouse TRPC4 channel, primary screen, Fluo4 calcium, HEK293 TRPC4beta/mu-opioid cells. Short transient receptor potential channel 4 (Mus musculus), Q9QUQ5. Fluo4 calcium fluorescence; hits give high values. B-score at 10 µM. actives 0.49% (n = 310,000). AID 2237, 2010;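 active means B-score above 5 SD of library B-scores, and initial fluorescence ratio not above library mean plus 5 SD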;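 further: positive B-score marks a calcium rise read as TRPC4 activation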
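Incubation: 45 min room-temperature Fluo4 loading, 110 s read / System: HEK293 cells stably co-expressing mouse TRPC4beta and mu-opioid receptor / Signal: Fluo4 fluorescence, kinetic / Control set: buffer (low) and maximal DAMGO (high) / Measure: integrated baseline-normalised fluorescence ratio, converted to per-well B score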
SKKanGAS inh: S. pyogenes SKKanGAS growth inhibitors in kanamycin, primary screen, streptokinase expression inhibitor project, SKKanGAS strain, BacTiter-Glo luminescence; 6 h; inhibition, % at 7.5 µM; actives 1.3% (n = 300,000); AID 1662, 2009;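 active means mean replicate score, as percent of positive control median, at least 50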;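 further: strain carries kanamycin resistance gene driven by streptokinase promoter and grows in 40 µg/ml kanamycin; loss of luminescence reflects streptokinase promoter inhibition or plain growth inhibition; 0% = median of DMSO wells and 100% = positive control at its reference dose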
ANO1 block: TMEM16A chloride channel inhibitors, primary screen, cell-based, HTS | actives 1.2% (n = 310,000) | Anoctamin-1 (Mus musculus), Q8BHY3 | HEK293 TMEM16A/YFP iodide influx fluorescence, ionomycin | normalized B-score (activity score, 25-100; higher = stronger inhibition) at 10 µM;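 active means ratio plate-corrected score three or more library SD toward inhibition, starting fluorescence score within five deviations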;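 further: score derived from kinetic fluorescence span divided by baseline fluorescence per well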
TRPC6 inhibitor: mouse TRPC6 channel inhibitors, primary screen, cell-based, HEK293, membrane potential dye; Short transient receptor potential channel 6 (Mus musculus), Q61143; ACh-evoked depolarization; hits give low values; B-score at 10 µM; actives 1.1% (n = 310,000); AID 2553, 2010;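 active means B-score under library mean minus 3 SD, initial fluorescence not abnormally high, positive integrated signal ratio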;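 further: B-score derived from integrated fluorescence ratio over the kinetic read; more negative B-score means stronger inhibition of depolarization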
TRPC4 PAM: positive allosteric modulators of TRPC4, primary screen, cell-based, mouse TRPC4beta, HEK293 mu-opioid, Fluo-4 calcium; Short transient receptor potential channel 4 (Mus musculus), Q9QUQ5; DAMGO EC20, Fluo-4 Ca2+ flux; hits give high values; B-score at 10 µM; actives 0.42% (n = 310,000); AID 2227, 2009;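 active means B-score of calcium response area above 5 SD of library B-scores, with initial fluorescence ratio within 5 SD of library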;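 further: B-score of integrated fluorescence ratio over time as area under calcium response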
Numbers without * were called inactive; i = inactive; . = not tested or not shown.

SMILES	MrgX1 antag	MrgX1 agonist	ANO1 activ	TRPC6 act	TRPC4 block	MrgX1 allo act	TRPC4 act	SKKanGAS inh	ANO1 block	TRPC6 inhibitor	TRPC4 PAM
O=C(N/N=C/c1c(F)cccc1Cl)c1cc(C2CC2)[nH]n1	i	i	i	i	i	i	i	-10	i	i	i
Cc1ccc(NC(=O)CN2C(=O)CNC2=O)cc1	i	i	i	i	i	i	i	-13	i	i	i
COc1cc(/C=N/NC(=O)COc2ccc([N+](=O)[O-])cc2)ccc1OCC(=O)N1CCOCC1	i	i	i	i	i	i	i	1	i	i	i
CCOC(=O)c1cc(-c2ccccc2)n(Cc2cc(CC)no2)n1	-5.5*	i	i	i	.	i	i	-3	i	i	i
CCc1ccccc1NC(=O)COc1cccc2ccc(C)nc12	i	i	i	i	i	i	i	-8	i	i	i
Cc1cccc(-n2c(O)c(C=Nc3ccc4c(c3)OCO4)c3ccccc3c2=O)n1	i	i	i	i	i	i	i	5	i	i	i
CCC(C)Sc1nc2c(c(=O)[nH]c(=O)n2C)n1Cc1ccc(Cl)cc1 (configuration not stated)	i	i	i	i	i	i	i	16	i	i	i
COC(=O)C1=C(C)NC(=O)CC1c1ccccc1OC (configuration not stated)	i	i	i	i	i	i	i	5	i	i	i
CCCn1c(N)c(C(=O)NS(=O)(=O)c2ccc(C)cc2)c(=O)n(C)c1=O	i	i	i	i	i	i	i	15	i	i	i
C/C(=N\NS(=O)(=O)c1c(C)cc(C)cc1C)c1ccncc1	i	i	i	i	i	i	i	-5	i	i	i
COc1ccc(COC(=O)c2n[nH]c3ccccc23)cc1F	i	i	i	i	i	i	i	21	i	i	i
CCCCNC(=O)CCCCCn1c(=O)[nH]c2cc(OC)c(OC)cc2c1=O	i	i	i	i	i	i	i	17	i	i	i
CC(C)[C@H](NC(=O)c1cccc(S(=O)(=O)N2CCOCC2)c1)C(=O)Nc1nccs1	i	i	i	i	i	i	i	-1	i	i	i
CC(CNC(=O)CCn1ccc2cc(S(=O)(=O)N3CCCC3)ccc21)c1ccccc1 (configuration not stated)	i	i	i	i	i	i	i	-1	i	i	i
CCOCCCNC(=O)C(NC(=O)Cc1cccs1)c1ccc(C)cc1 (configuration not stated)	i	i	i	i	i	i	i	1	i	i	i
NS(=O)(=O)c1ccc(NC(=O)COC(=O)COc2ccc(Cl)cc2)cc1	i	i	i	i	i	i	i	-4	i	i	i
O=C(Nc1nncs1)c1ccc(S(=O)(=O)c2ccccc2)cc1	i	i	i	i	i	i	i	6	i	i	i
COC(=O)c1cn(CC(=O)Nc2ccc(OC)cc2)c2ccccc12	i	i	i	i	i	i	i	2	i	i	i
Cc1cccc(CC(=O)NC2CCN(C)CC2)c1	i	i	i	i	i	i	i	0	i	i	i
CCN(CC)CCNCC(=O)Nc1ccc(Oc2ccccc2)cc1	i	i	i	i	i	i	i	1	i	i	i
CCOC(=O)c1ccc(S(=O)(=O)NNS(=O)(=O)c2ccc(C)cc2)cc1	i	i	.	i	i	i	i	-9	i	i	i
Cc1ccc(S(=O)(=O)N2CC(O)C2)cc1	i	i	i	i	i	i	i	-3	i	i	i
CC(C)COC(=O)n1c(=O)oc2ccc(S(=O)(=O)N3CCCCC3)cc21	i	i	i	i	i	i	i	-4	i	i	i
CC(=O)N1CCCc2cc(S(=O)(=O)NCc3ccc(C)cc3)ccc21	i	i	i	i	i	i	i	5	i	i	i
O=C(c1cc(-c2cccs2)nn1-c1ccccc1)N1CCN(S(=O)(=O)c2ccccc2)CC1	i	i	i	i	i	i	i	-3	i	i	i
New compounds follow.
SMILES	MrgX1 antag	MrgX1 agonist	ANO1 activ	TRPC6 act	TRPC4 block	MrgX1 allo act	TRPC4 act	SKKanGAS inh	ANO1 block	TRPC6 inhibitor	TRPC4 PAM
CCOc1ccc(-c2nnn(CC(=O)N3CCCC3)n2)cc1OCC	i	i	i	i	i	i	i	-2	i	i	i
Cc1ccc(OCc2nnc(SCC(=O)Nc3ccc(N4CCOCC4)cc3)o2)cc1	i	i	i	i	i	i	i	-5	i	i	i
CC(CNS(=O)(=O)c1ccc2c(c1)NC(=O)CCS2)c1ccccc1 (configuration not stated)	i	i	i	i	i	i	i	0	i	i	i
O=C(NCCCN1CCOCC1)c1ccc(Sc2ccccc2Cl)c([N+](=O)[O-])c1	i	i	i	i	i	i	i	-7	i	i	i
O=C(CCN1C(=O)/C(=C/c2cccs2)SC1=S)Nc1ccc(C(=O)O)c(O)c1	i	i	i	i	i	i	i	20	i	i	i
O=C(N/N=C/c1ccc(Cl)cc1)c1sccc1OCc1ccc(F)cc1	i	i	i	i	i	i	i	5	i	i	i
COC(C/C=C\[C@H](O)[C@H](C)OCc1ccccc1)OC	-5.4*	i	i	i	i	i	i	2	i	i	i
CCN(CC)C(=O)N1CCN(S(=O)(=O)c2c(C)cc(C)cc2C)CC1	i	i	i	i	i	i	i	-1	i	i	i
COc1nc2ccccc2nc1N1CCN(c2ccc(F)cc2)CC1	i	i	i	i	i	i	i	22	i	i	i
CCn1c(C)c(C(C)=O)c(N2CCN(c3ccccc3)CC2)nc1=S	-8.9*	i	i	i	i	i	i	2	i	i	i
CCOC(=O)CSc1nc2ccccc2c(=O)n1CC	i	i	i	i	i	i	i	-2	i	i	i
CN(C)S(=O)(=O)c1ccc(C(=O)OCCc2ccccc2)cc1	i	i	i	i	i	i	i	-4	i	i	i
O=C(NCCN1CCCCC1)c1cc(Cl)ccc1Cl	i	i	i	i	i	i	i	1	i	i	i
Cn1cc([N+](=O)[O-])c(C(=O)N/N=C\c2c[nH]c3ccccc23)n1	i	i	i	i	i	i	i	2	i	i	i
Cc1ccc(CN=C(N)Nc2nc(C)cc(C)n2)cc1	i	i	i	i	i	i	i	1	i	i	i
CCOC(=O)N1CCN(S(=O)(=O)N2CCCC(C(=O)NCCc3ccc(Cl)cc3)C2)CC1 (configuration not stated)	i	i	i	i	i	i	i	-1	i	i	i
COC(=O)c1ccc(NC(=O)NS(=O)(=O)c2ccc(C)cc2)cc1	i	i	i	i	i	i	i	0	i	i	i
Cc1ccc(/C=C(/C#N)c2nc(CCN3C(=O)c4ccccc4C3=O)cs2)cc1	i	i	i	i	i	i	i	2	i	i	i
COC(=O)C(Cc1ccc(O)cc1)NC(=O)CCOc1ccc(OC)cc1 (configuration not stated)	i	i	i	i	i	i	i	4	i	i	i
Cc1ccccc1OCc1nnc(SCC(=O)N2CCc3ccccc32)n1C	i	i	i	i	i	i	i	3	i	i	i
CCn1c2ccccc2c2cc(NC(=O)COC(=O)c3cccc(S(=O)(=O)NC)c3)ccc21	i	i	i	i	i	i	i	14	i	i	i
COc1ccc(S(=O)(=O)N2CCCCCC2)cc1C(=O)OC(C)C(N)=O (configuration not stated)	i	i	i	i	i	i	i	-2	i	i	i
CCOC(=O)c1c(CSC(=N)N)n(-c2ccc(C)cc2)c2cc(Br)c(OC(C)=O)cc12	-7.6*	i	i	i	i	i	i	5	100*	i	i
CCC(CC)C(=O)c1c[nH]c(C(=O)NCC2CCCO2)c1 (configuration not stated)	i	i	i	i	i	i	i	3	i	i	i
O=C(Nc1ccccc1)N(CCN1CCOCC1)Cc1ccccc1F	i	i	i	i	i	i	i	-5	i	i	i
Going on with the list.
SMILES	MrgX1 antag	MrgX1 agonist	ANO1 activ	TRPC6 act	TRPC4 block	MrgX1 allo act	TRPC4 act	SKKanGAS inh	ANO1 block	TRPC6 inhibitor	TRPC4 PAM
CCCOc1cc(C)nc(-c2ccccc2O)n1	i	i	i	i	i	i	i	-15	i	i	i
Cc1ccc(N(CC(=O)N/N=C/c2cccs2)S(C)(=O)=O)cc1Cl	i	i	i	i	i	i	i	-1	i	i	i
COC(=O)c1cccc(NC(=S)NCCC2=CCCCC2)c1	i	i	i	i	i	i	i	4	i	i	i
CCn1nc(C(=O)NNC(=O)CCOc2cc(C)ccc2C)c2ccccc2c1=O	i	i	i	i	i	i	i	-17	i	i	i
O/N=C/c1ccccc1OCc1ccccc1F	i	i	i	i	i	i	i	-6	i	i	i
COC(=O)CC1(C(=O)OC)Oc2ccc(Br)cc2C(=O)N1c1cccc(Cl)c1Cl (configuration not stated)	i	i	i	i	i	i	i	-8	i	i	i
O=C(CC1CCCCC1)NC1CCCC1	i	i	i	i	i	i	i	-6	i	i	i
CN(C(=O)c1nn(C)c2c1CSc1ccccc1-2)c1ccccc1Cl	i	i	i	i	i	i	i	11	i	i	i
Cc1ccc(/C=N/NC(=O)c2ccc(Cn3cc([N+](=O)[O-])cn3)o2)cc1	i	i	i	i	i	i	i	1	i	i	i
CCOC(=O)C1CCCN(c2nc3ccccc3nc2C(C#N)C(=O)OC(C)COC)C1 (configuration not stated)	i	i	i	i	i	i	i	5	i	i	i
CCn1cc(C(=O)N[C@@H](C)C(=O)NCCCn2ccnc2)c(=O)c2cc3c(cc21)OCO3	i	i	i	i	i	i	i	4	i	i	i
O=C(CCCCCN1C(=O)c2ccccc2C1=O)Nc1ccc(C(=O)O)cc1	i	i	i	i	i	i	i	4	i	i	i

Compound activity (PubChem BioAssay)
